Screening results (PubChem)
DNA FID counter = fluorescent intercalator displacement, NS3 helicase counter-screen. DNA fluorescent intercalator displacement, fluorescence. 290,000 tested, 0.17% active. inhibition, % at 7.9 µM. AID 1845; in the data active = inhibition above about 37%;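 note: 0% = vehicle and 100% = reference compound; higher means more ethidium bromide displaced from hairpin DNA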
IDE inh = inhibits human insulin-degrading enzyme in HEK cells; P14735; FAbetaB cleavage, fluorescence polarization; inhibition, % at 5.59 µM; 320,000 tested, 0.41% active;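 active = percent inhibition above the average of all tested compounds plus 3 SD, set per screening campaign, cut at about 16% in these data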;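 note: IDE supplied by intact live HEK cells; FP after avidin binding of uncleaved biotin substrate so inhibition keeps polarization high; 0% = DMSO wells and 100% = 60 µM reference IDE inhibitor Ii1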
PfM18AAP inh = PfM18AAP enzyme inhibition. inhibition, % at 7.35 µM. 290,000 tested, 1.2% active. recombinant PfM18AAP, H-Glu-NHMec fluorogenic cleavage;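 active = inhibition above the campaign mean inhibition over all tested compounds plus 3 SD, cut at about 28% in these data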;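 note: 0% = plate median of test compound wells and 100% = 2 mM ZnCl2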
IMP-1 inhibitor = blocks Pseudomonas aeruginosa IMP-1 metallo-beta-lactamase | 290,000 tested, 0.45% active | inhibition, % at 5.6 µM | purified IMP-1, nitrocefin hydrolysis, epi-absorbance fluorescence;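 active = inhibition above the mean plus 3 SD of all compounds in the same screening run, cut at about 4.5% in these data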;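 note: 0% = IMP-1 with DMSO and 100% = DMSO wells lacking enzyme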
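Assay system: purified recombinant IMP-1 beta-lactamase. Input: IMP-1 0.2 nM before substrate addition. Buffer or medium: Zinc- and detergent-supplemented HEPES buffer, pH 7.1. Schedule: 25 °C, 15 min preincubation, 25 min reaction. Signal: Epi-absorbance fluorescence, 480 nm excitation, 530 nm emission. Evaluation: percent inhibition from optical density relative to buffer-blank wells.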
p-CIP stab down = lowers stability of the mouse p/CIP coactivator protein; Q05BA5; decrease of EGFP signal, % at 10 µM; F442A p/CIP-EGFP cells, EGFP fluorescence, 16 h; 290,000 tested, 0.01% active;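 active = EGFP signal decrease of at least 30% at 10 µM or well 3 SD below plate mean, unless failing retest; inactive = the rest, including hits failing retest or dose response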; note: some compounds called inactive have numbers as strong as hits; many of its hits are not listed in these tables
Target sequence (Q05BA5 1-1403): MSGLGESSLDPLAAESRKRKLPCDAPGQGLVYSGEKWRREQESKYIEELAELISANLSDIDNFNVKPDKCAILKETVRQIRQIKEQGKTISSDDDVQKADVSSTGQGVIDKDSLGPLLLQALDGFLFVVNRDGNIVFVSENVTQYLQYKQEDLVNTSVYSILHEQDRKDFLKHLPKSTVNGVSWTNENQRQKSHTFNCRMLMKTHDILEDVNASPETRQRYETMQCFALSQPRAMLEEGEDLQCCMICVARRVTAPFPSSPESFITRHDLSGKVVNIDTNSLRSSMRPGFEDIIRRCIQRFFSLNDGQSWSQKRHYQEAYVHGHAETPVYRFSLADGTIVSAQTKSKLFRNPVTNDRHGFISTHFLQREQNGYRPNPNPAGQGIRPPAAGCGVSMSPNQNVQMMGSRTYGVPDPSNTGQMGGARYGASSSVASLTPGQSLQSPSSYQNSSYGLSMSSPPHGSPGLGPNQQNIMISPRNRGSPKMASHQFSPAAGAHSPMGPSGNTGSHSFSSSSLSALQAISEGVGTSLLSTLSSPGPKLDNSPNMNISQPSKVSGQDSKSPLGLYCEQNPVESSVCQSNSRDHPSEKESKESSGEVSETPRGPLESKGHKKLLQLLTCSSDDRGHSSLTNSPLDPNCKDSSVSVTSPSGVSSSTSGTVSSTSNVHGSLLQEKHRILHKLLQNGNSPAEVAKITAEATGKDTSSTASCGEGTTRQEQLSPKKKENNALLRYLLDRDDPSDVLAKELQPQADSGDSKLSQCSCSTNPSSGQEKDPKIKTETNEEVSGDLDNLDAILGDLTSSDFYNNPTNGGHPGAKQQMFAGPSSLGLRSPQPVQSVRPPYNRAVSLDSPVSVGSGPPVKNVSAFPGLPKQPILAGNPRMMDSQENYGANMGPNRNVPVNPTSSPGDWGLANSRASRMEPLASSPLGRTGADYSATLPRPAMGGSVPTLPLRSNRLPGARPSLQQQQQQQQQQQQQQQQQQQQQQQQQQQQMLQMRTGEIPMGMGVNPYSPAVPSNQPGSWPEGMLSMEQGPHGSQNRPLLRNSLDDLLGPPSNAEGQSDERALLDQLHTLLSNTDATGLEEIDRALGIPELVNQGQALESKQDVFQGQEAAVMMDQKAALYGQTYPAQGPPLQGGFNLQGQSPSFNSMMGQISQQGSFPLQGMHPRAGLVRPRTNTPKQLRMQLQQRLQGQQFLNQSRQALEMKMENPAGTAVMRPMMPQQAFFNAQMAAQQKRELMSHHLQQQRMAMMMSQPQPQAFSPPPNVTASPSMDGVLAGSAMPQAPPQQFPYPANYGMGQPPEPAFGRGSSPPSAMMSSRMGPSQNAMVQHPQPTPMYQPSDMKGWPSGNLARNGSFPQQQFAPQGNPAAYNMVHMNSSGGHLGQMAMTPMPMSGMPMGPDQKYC
SUMO HTRF inh = SUMOylation inhibition; P63279; HTRF SUMOylation assay, SAE1/SAE2 + UBC9, in vitro; inhibition, % at 35 µM; 290,000 tested, 0.36% active; in the data active = inhibition above about 50%, passing the limit was not always enough; note: strong numbers were not always called active
VIM-2 inh = blocks Pseudomonas aeruginosa VIM-2 metallo-beta-lactamase. purified VIM-2, nitrocefin hydrolysis, epi-absorbance fluorescence. inhibition, % at 5.6 µM. 290,000 tested, 0.89% active;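 active = inhibition above the mean of all tested compounds plus 3 SD, cutoff set per screening run, cut at about 7.5% in these data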;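 note: red hydrolysis product quenches plate fluorescence so inhibitors raise well fluorescence; 0% = enzyme with DMSO and 100% = DMSO without enzyme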
IDE act = activators of human insulin-degrading enzyme in cells | P14735 | HEK cells, FAbeta-B cleavage, fluorescence polarization; 0% vehicle, 100% cell-free pure enzyme wells | activation, % at 5.96 µM | 340,000 tested, 0.073% active | AID 493087;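 active = activation above the mean of all tested compounds plus 3 SD, set per screening campaign, cut at about 17% in these data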
HCV NS3 hel inh = inhibitors of Hepatitis C virus NS3 helicase; AID 1800; inhibition, % at 10.9 µM; NS3 helicase DNA unwinding, Cy5 molecular beacon fluorescence; 290,000 tested, 0.56% active;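 active = inhibition above the mean of all tested compounds plus 3 SD, set per campaign, cut at about 35% in these data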;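 note: 0% = DMSO wells and 100% = thioflavine S control wells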
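Control set: DMSO versus 110 µM thioflavine S; Material: NS3 helicase fragment of HCV; Measured by: Cy5 fluorescence at 0 and 60 min, beacon hairpin quenching; Read-out basis: percent inhibition from t60/t0 fluorescence ratio; Times: reaction time 60 min, 25 °C; Repeats: single replicate; Compound dosing: single dose, 10.9 µM nominal final, DMSO 0.8% final.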
Starred values were filed as active, the others as inactive; · = no result given.

SMILES | DNA FID counter | IDE inh | PfM18AAP inh | IMP-1 inhibitor | p-CIP stab down | SUMO HTRF inh | VIM-2 inh | IDE act | HCV NS3 hel inh
Fc1cc(NCc2ccccc2)nc(NCc2ccccc2)n1 | -5 | 1 | -2 | -0.3 | 2 | -54 | -4.0 | -6 | -20
Cc1cc(C)n(C(=O)c2c([N+](=O)[O-])c(C)nn2C)n1 | -40 | 4 | 0 | -5.5 | -10 | 15 | -2.3 | 0 | 3
O=C(COc1ccc(Br)cc1)Nc1ccc(CN2CCOCC2)cc1 | 2 | 6 | 0 | -3.8 | -4 | -15 | -2.7 | -6 | -4
Cn1c(SCC(=O)c2ccccc2)nnc1-c1ccco1 | -7 | 2 | -6 | -4.6 | 0 | 18 | -0.1 | 4 | -3
CN1CCc2nc(SCc3ccc(C(C)(C)C)cc3)c(C#N)cc2C1 | 3 | 0 | 0 | -0.4 | -3 | -3 | -0.4 | 2 | -64
Cc1ccc(C(C)(C)C)cc1S(=O)(=O)Nc1nc2ccccc2nc1Cl | -16 | 0 | -2 | -1.5 | -7 | 4 | -1.4 | 1 | 16
CCCc1cc(C(=O)N2CCCC(C(=O)c3cc(C)c(OC)c(C)c3)C2)n(C)n1 (stereo unspecified) | -57 | 1 | 6 | 1.3 | -12 | · | 4.9 | 2 | -5
CCOc1cccc(-c2c(C(=O)N/N=C/c3ccncc3)nnn2-c2nonc2N)c1 | -5 | -1 | -2 | -1.1 | -11 | -2 | -2.2 | 5 | 14
O=S(=O)(Nc1ccccn1)c1cccc(S(=O)(=O)c2ccc(Cl)cc2)c1 | -2 | 7 | 1 | -1.3 | 6 | 1 | -1.2 | 3 | -1
CCn1c2ccccc2c2nnc(SCC(=O)NCCOC)nc21 | -10 | 1 | -2 | -2.7 | 7 | 1 | 2.9 | 2 | 5
CCN(C(=N)N=C(N)N)c1ccccc1 | 4 | 0 | 0 | -1.9 | -6 | -4 | -0.4 | 3 | -8
COc1ccccc1C(=O)NC(CCSC)C(=O)NCC(c1ccco1)N(C)C (stereo unspecified) | 0 | 6 | 6 | -3.7 | -17 | 12 | -3.1 | 4 | -5
CC(=O)Oc1cccc(N2C(=O)C3C4C=CC(C4=C(C)C)C3C2=O)c1 (stereo unspecified) | -9 | 0 | -6 | -1.4 | -12 | -4 | -3.8 | 3 | 1
CCN(CC)S(=O)(=O)c1ccc(Oc2cccc(C(C)=O)c2)nc1 | -12 | 5 | 4 | -3.7 | -30 | -8 | 0.1 | -2 | -6
O=C(CSc1nc2ccccc2[nH]1)NC1CCCC1 | 0 | -7 | -3 | -0.5 | -4 | 13 | -0.4 | 2 | 3
CCN1CCN(c2nc3ccccc3nc2C(C#N)S(=O)(=O)c2ccc(C)cc2)CC1 (stereo unspecified) | 0 | 0 | 0 | -4.8 | -20 | 19 | -1.9 | 4 | -2
CCC(=O)N(CCc1ccccc1)Cc1cc2cc(OC)ccc2[nH]c1=O | -17 | 3 | 3 | -2.4 | 4 | 13 | -2.1 | 3 | 0
CCn1c(=O)cc(OCC(=O)Nc2ccc(C)cn2)c2ccccc21 | -21 | -1 | -12 | -1.7 | -69 | 6 | -0.8 | 1 | 6
S=C(NCc1ccccc1)N1CCn2cccc2C1c1ccncc1 (stereo unspecified) | 0 | 5 | 4 | -3.0 | 8 | 4 | -2.3 | -2 | 0
Cc1ccc2nc(-c3ccc(SCC(=O)N4CCc5ccccc54)nc3)[nH]c2c1 | -2 | 26* | 0 | -0.7 | 5 | -49 | -3.6 | -24 | -13
COc1ccccc1/C=N/NC(=O)c1ccc(CN2C(=O)c3cccc4cccc2c34)cc1 | -12 | 11 | -17 | -3.4 | -4 | 59* | -0.8 | 4 | 0
COc1ccc(/C=C(\NC(=O)c2cccs2)C(=O)NCc2ccco2)cc1OC | -2 | 3 | 0 | -2.7 | -9 | 26 | -2.2 | · | 5
Cc1ccc(S(=O)(=O)NCC(=O)OCN2C(=O)c3ccccc3C2=O)cc1 | -4 | -5 | 13 | -3.2 | -6 | 12 | -2.0 | · | -12
C=CCNC(=O)c1ccc(-c2nc(-c3ccc(Cl)cc3Cl)cs2)cc1 | 4 | -5 | 0 | -2.9 | 1 | 2 | -6.1 | 0 | 1
NS(=O)(=O)c1ccc(CCNCc2ccccc2OCc2ccc(Cl)cc2)cc1 | 26 | 1 | -3 | -0.6 | -1 | -3 | -0.9 | 3 | -66
CCCS(=O)(=O)c1nc(S(=O)(=O)c2ccc(C)cc2)c(N2CCN(C)CC2)s1 | -2 | 0 | 4 | -1.8 | 0 | -4 | -1.5 | 3 | -2
N#C/C(=C(/O)CSc1ncn[nH]1)c1nc2ccccc2[nH]1 | -5 | -1 | 64* | -4.5 | -4 | 19 | -2.1 | -2 | 10
O=C1c2ccccc2C(=O)N1CCCN1CCN(CCCN2C(=O)c3ccccc3C2=O)CC1 | 1 | · | -9 | -2.3 | · | · | 0.3 | · | -5
CCOc1cc2[nH]c(=O)n(Cc3ccc(C(=O)NCCOC)cc3)c(=O)c2cc1OCC | -15 | 4 | -4 | -1.4 | -5 | -2 | -3.2 | 7 | -3
COC(=O)c1cc(C(=O)NCCCN2CCOCC2)cc([N+](=O)[O-])c1 | 4 | -1 | -7 | -2.2 | 10 | -19 | 0.8 | 1 | -3
CCO[C@H]1OC(C(=O)N2CCN(Cc3ccc4c(c3)OCO4)CC2)=C[C@@H](C2CCCCC2)[C@@H]1CCCO | -43 | 7 | -3 | -1.8 | -9 | -15 | -0.7 | 0 | -9
COc1cc(OC)cc(-c2nc(-c3cc4cc(C)ccc4nc3OC)no2)c1 | 5 | · | -8 | -1.2 | -6 | -6 | -1.1 | 2 | 13
Cc1cc(C)c2c(N=NN(C)C)[nH]nc2n1 | -3 | -1 | -6 | -2.2 | -6 | 6 | -4.1 | 6 | 1
COc1ccc(SCc2noc(C(=O)NC(C)C)c2C(=O)O)cc1 | -7 | 5 | 3 | -1.6 | -7 | -6 | -2.9 | 4 | 2
CC(=O)Oc1ccc(C(C)=O)c2c1OCCO2 | -7 | -2 | -9 | -2.4 | 6 | 17 | -2.8 | 4 | 9
Cc1ccc(C)c(NC(=O)CSc2cccc3cccnc23)c1 | -17 | 0 | 1 | -1.3 | -3 | -2 | 0.8 | 1 | 5
CSc1nc2sccc2c(=O)[nH]1 | 2 | 7 | 3 | -1.9 | 4 | -5 | -2.9 | 3 | 8
COc1ccc(NC(=O)CC23CC4CC(CC(C4)C2)C3)cn1 | -21 | -5 | -7 | -4.1 | -8 | 12 | 1.7 | -1 | -10
COc1cc(NC(=O)COC(=O)CCc2cc(OC)c(OC)c(OC)c2)cc(OC)c1 | -26 | 2 | -3 | -1.9 | 8 | 2 | -1.7 | -1 | -2
COc1c(C)cc(C(=O)C2CCCN(C(=O)c3ccoc3)C2)cc1C (stereo unspecified) | -28 | -3 | -11 | -0.1 | 6 | 19 | -0.2 | -2 | 3
O=C(OCN1C(=O)C(=O)c2ccccc21)c1ccc(Cl)cc1 | 2 | -2 | -8 | 2.0 | 10 | 7 | 1.5 | -1 | 2
CC(=O)c1c(C)[nH]c(C(=O)CSc2nc3ccccc3c(=O)n2CCCN2CCOCC2)c1C | 2 | 10 | -2 | -5.2 | -16 | -6 | -3.2 | 2 | 3
CSc1nc(C)cc(Oc2ccc(OCC(N)=O)nn2)n1 | 0 | 0 | -11 | -1.7 | -28 | 36 | -0.2 | 7 | -8
O=C(Nc1nc2ccc([N+](=O)[O-])cc2s1)c1c(F)cccc1F | 7 | -10 | -2 | -2.0 | -6 | 23 | -2.0 | 8 | 1
CCOC(=O)Cc1cc(=O)n2[nH]cc(-c3cccc(Br)c3)c2n1 | -18 | 1 | -1 | -3.9 | 0 | 17 | -3.8 | 4 | 21
Cc1ccc(C2CC2C(=O)NNC(=S)Nc2cccc(Cl)c2)cc1 (stereo unspecified) | -17 | -2 | -6 | -3.5 | -2 | -124 | -3.5 | 1 | 11
O=C(CN1C(=O)COc2ccccc21)N1CCOCC1 | 7 | 2 | 11 | 0.7 | 8 | · | 2.3 | -1 | 15
Cc1cc(C)n(CC(C)NCc2cn[nH]c2-c2cccc3ccccc23)n1 (stereo unspecified) | 6 | -6 | -1 | -3.1 | 0 | 9 | 3.1 | 0 | -6

Profiles, quoted from the list. Order of screens: DNA FID counter	IDE inh	PfM18AAP inh	IMP-1 inhibitor	p-CIP stab down	SUMO HTRF inh	VIM-2 inh	IDE act	HCV NS3 hel inh
O=S(=O)(Nc1ccccn1)c1cccc(S(=O)(=O)c2ccc(Cl)cc2)c1 is listed as -2	7	1	-1.3	6	1	-1.2	3	-1
O=C(CN1C(=O)COc2ccccc21)N1CCOCC1 is listed as 7	2	11	0.7	8	·	2.3	-1	15
NS(=O)(=O)c1ccc(CCNCc2ccccc2OCc2ccc(Cl)cc2)cc1 is listed as 26	1	-3	-0.6	-1	-3	-0.9	3	-66

Additional entries.
SMILES | DNA FID counter | IDE inh | PfM18AAP inh | IMP-1 inhibitor | p-CIP stab down | SUMO HTRF inh | VIM-2 inh | IDE act | HCV NS3 hel inh
O=C(C1CCCN(S(=O)(=O)c2cccc3cccnc23)C1)N1CCc2ccccc21 (stereo unspecified) | -21 | 4 | -5 | -3.0 | 2 | -8 | 0.9 | -7 | -13
Cc1ccc2c(n1)sc1c(N)ncnc12 | -14 | 0 | 3 | -2.7 | -11 | 17 | -2.3 | 7 | 1
CCc1ccc(OCC(=O)NC(C)C)cc1 | 0 | -6 | -4 | -0.9 | -7 | -10 | -1.1 | 4 | -7
Cc1ccc(NC(=O)CSc2nnc(CN3CCOCC3)n2-c2ccccc2)cc1 | -35 | 6 | -2 | -3.1 | -19 | 0 | -2.3 | 4 | -1
CC(O)(CS(=O)(=O)Cc1ccccc1Cl)C(=O)Nc1cccc(C(F)(F)F)c1 (stereo unspecified) | -7 | -1 | 1 | -3.2 | 1 | -8 | -3.7 | -4 | 0
CCCCCCCCCOC(=O)C(CC(=O)O)N1CCOCC1 (stereo unspecified) | -26 | -1 | 12 | -0.9 | -9 | 10 | 1.3 | 3 | 1
CC(=O)c1c(C)[nH]c(C(=O)OCC(=O)Nc2ccc([N+](=O)[O-])cc2Cl)c1C | -2 | 2 | 0 | -1.0 | 6 | -13 | -5.4 | -1 | 6
CCOC(=O)c1sc(C)c2c1NC(C)(c1ccccc1)NC2=O (stereo unspecified) | 0 | 0 | -3 | -2.2 | -1 | 22 | -1.2 | 9 | 0
Cc1cc(=O)n2[nH]c(-c3sccc3-n3c(C)ccc3C)cc2n1 | -8 | 5 | 11 | -2.5 | -8 | 43 | -0.7 | · | 1
O=c1cnc2ccccc2n1CC1CCCCC1 | 2 | 3 | -12 | -1.0 | -7 | -15 | -2.5 | -1 | 6
Cc1ccc(C(C(=O)NC2CCCC2)N(Cc2ccco2)C(=O)CCC(=O)Nc2cc(C)on2)cc1 (stereo unspecified) | -46 | 0 | 7 | -4.1 | -11 | 6 | -2.8 | 3 | -4
